APOBEC3G inh = inhibitors of human APOBEC3G DNA deaminase | AID 493012 | recombinant A3G, ssDNA deamination FAM/TAMRA fluorescence | inhibition, % at 20 µM | 330,000 compounds, 0.28% hits;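 active = inhibition of at least 40% at 20 µM, with no more than 30% in the related APOBEC3A deaminase screen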;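 note: plate controls were DMSO wells with A3G for no effect and wells lacking A3G enzyme for full effect; some compounds called inactive have numbers as strong as hits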
SENP8 block-1 = inhibitors of human SENP8 protease; Q96LD8; purified SENP8, Z-RLRGG-aminoluciferin cleavage, luminescence; inhibition, % at 10 µM; 330,000 compounds, 1.2% hits; AID 2540; in the data active = inhibition above about 50%
Target sequence (Q96LD8 whole entry, looked up): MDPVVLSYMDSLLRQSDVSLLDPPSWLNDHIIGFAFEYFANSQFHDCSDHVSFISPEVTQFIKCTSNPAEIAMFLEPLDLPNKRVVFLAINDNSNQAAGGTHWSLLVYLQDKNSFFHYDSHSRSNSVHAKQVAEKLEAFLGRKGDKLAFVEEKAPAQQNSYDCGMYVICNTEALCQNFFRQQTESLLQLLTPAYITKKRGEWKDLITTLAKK
SENP7 block = inhibitors of human SENP7 protease. recombinant SENP7, Z-RLRGG-aminoluciferin luminescence, 40 min. Q9BQF6. inhibition, % at 5 µM. 330,000 compounds, 1.5% hits;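 active = inhibition above about 50% at the single test dose, limit read from the data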;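 note: plate controls were DMSO with enzyme for no effect and no enzyme buffer wells for full effect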
Target sequence (Q9BQF6 706-1050 limits assumed): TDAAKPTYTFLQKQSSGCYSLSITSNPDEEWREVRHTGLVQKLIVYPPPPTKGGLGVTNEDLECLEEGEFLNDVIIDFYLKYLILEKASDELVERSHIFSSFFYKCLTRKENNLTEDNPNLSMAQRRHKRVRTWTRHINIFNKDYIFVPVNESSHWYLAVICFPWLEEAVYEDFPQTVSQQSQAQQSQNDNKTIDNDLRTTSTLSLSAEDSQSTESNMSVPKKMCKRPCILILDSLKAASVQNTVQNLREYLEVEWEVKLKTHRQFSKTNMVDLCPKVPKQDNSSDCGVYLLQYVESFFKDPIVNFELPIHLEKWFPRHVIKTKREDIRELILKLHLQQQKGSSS
SENP6 block = blocks the human protease SENP6. 330,000 compounds, 1.8% hits. Q9GZR1. inhibition, % at 10 µM. Recombinant SENP6 catalytic domain, aminoluciferin luminescence;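 active = inhibition above about 50% at the single tested dose, limit read from the data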;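 note: plate controls were DMSO wells with enzyme for no effect and DMSO wells lacking enzyme for full effect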
SENP8 block-2 = SENP8 (human) protease inhibition | recombinant SENP8, Nedd8 substrate fluorescence | Q96LD8 | AID 602440 | inhibition, % at 20 µM | 360,000 compounds, 0.64% hits; in the data active = inhibition mostly above about 40%, no sharp cut-off; inactive = mostly below about 27%
SENP1 FRET inh = SENP1 (human) catalytic domain inhibition | Q9P0U3 | inhibition, % at 10 µM | AID 624204 | 360,000 compounds, 0.21% hits | recombinant SENP1 catalytic domain, CyPet-SUMO1-YPet FRET cleavage;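 active = inhibition at least 30% at 10 µM, raw YFP signal under a set limit, fluorescence ratio 0.5 to 1.5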;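 note: 0% = enzyme with DMSO and 100% = no enzyme wells; some results filed as inactive read as strong as hits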
Target sequence (Q9P0U3 419-644 limits assumed): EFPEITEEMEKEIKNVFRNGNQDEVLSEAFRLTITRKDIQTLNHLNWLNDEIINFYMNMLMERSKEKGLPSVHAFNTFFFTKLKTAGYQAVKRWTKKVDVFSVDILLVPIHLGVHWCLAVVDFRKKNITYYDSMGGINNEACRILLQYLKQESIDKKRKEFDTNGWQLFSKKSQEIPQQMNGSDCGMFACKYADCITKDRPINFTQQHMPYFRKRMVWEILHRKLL
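Material: hSENP1 catalytic domain, recombinant; medium: Tris pH 8 with BME, BSA, NP40 and catalase; compound: single concentration of 10 µM compound, 0.5% DMSO final; technique: FRET read of cyan and yellow fluorescence; timing: 50 min enzyme reaction, room temperature, light-protected; reagent: SFCypet-SUMO1-SFYpet substrate at 25 nM; control set: no-enzyme low, enzyme-DMSO high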
Apaf1 inhib = human Apaf-1 inhibition; O14727; reconstituted apoptosome caspase-3 activity, DEVD-Rh110 fluorescence; inhibition, % at 20 µM; 330,000 compounds, 0.71% hits; active = inhibition of at least 40% at 20 µM;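 note: plate controls were DMSO wells for no effect and DEVD-CHO caspase inhibitor wells for full effect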
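Material: biochemical Apaf-1 apoptosome reconstitution. Medium: Hepes buffer, pH 7.5. Also added: cytochrome c activation, bis-DEVD rhodamine 110 substrate. Timing: 30 min compound preincubation, 50 min activation, room temperature. Measured by: rhodamine 110 fluorescence at Ex 480/Em 540 nm.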
UBC13 polyUb = human UBC13 polyubiquitination inhibition. AID 485273. 330,000 compounds, 0.47% hits. inhibition, % at 20 µM. UBC13 polyubiquitin chain formation, TR-FRET. P61088; in the data active = inhibition above about 45%, passing the limit was not always enough; inconclusive = no clear call, values can overlap the other calls
Target sequence (P61088 whole entry, looked up): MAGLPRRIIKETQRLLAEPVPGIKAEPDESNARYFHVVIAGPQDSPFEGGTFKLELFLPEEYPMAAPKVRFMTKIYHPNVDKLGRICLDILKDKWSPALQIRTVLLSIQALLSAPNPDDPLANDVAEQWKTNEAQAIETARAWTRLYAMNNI
* = called active by the depositor; i = inactive; ? = inconclusive; nt = not tested or not shown. Not a hit list, and some 3.6% of all compounds hit somewhere here.

SMILES	APOBEC3G inh	SENP8 block-1	SENP7 block	SENP6 block	SENP8 block-2	SENP1 FRET inh	Apaf1 inhib	UBC13 polyUb
Cc1ccccc1-c1cc(=O)c2c(O)cccc2o1	-7	-4	-1	-6	23	2	2	12
CCc1cccc(NC(=O)Cn2c(=O)c3cccn3c3ccccc32)c1	-6	-3	6	-5	-20	-3	-3	0
COC(=O)CSC1=C(C#N)C(c2ccc(F)cc2)CC(=O)N1 (configuration not stated)	6	-1	-1	15	10	7	11	1
COc1ccc(CCNC(=O)C(CC(C)C)NC(N)=O)cc1 (configuration not stated)	-3	1	5	1	3	3	-3	-3
COc1ccc2oc(C(=O)Nc3nnc(C)s3)c(C)c2c1	-3	34	62*	15	i	-4	-3	15
O=C(c1ccccc1)N1CCN(CC#Cc2ccccc2)CC1	-1	-20	-5	-3	23	2	8	-7
COc1ccc(CCC(=O)N/N=C\c2cccs2)cc1	-2	1	6	1	-2	0	-3	2
CCOC(=O)c1cc(-c2ccc(C)o2)n[nH]1	7	2	7	-39	15	-3	-2	6
CC(C)c1ccc(NC(=S)NCCc2c[nH]c3ccccc23)cc1	-3	-2	7	-9	6	0	6	4
Cn1c(SCc2cc(=O)[nH]c3ccccc23)nnc1-c1ccco1	-4	1	3	-5	17	2	-4	-5
N#C/C(=C/c1ccc(C(=O)O)cc1)C(=O)Nc1ccccc1	2	-2	1	4	17	1	1	-15
Cc1ccc(NC2=NCC(=O)N2c2ccc3c(c2)OCCO3)c(C)c1	-1	7	0	4	22	2	-9	2
Cc1cc(C(=O)OCC(=O)NC(C)C)c2ccccc2n1	5	-4	9	-3	-8	7	-14	-9
COCCN(C(=O)c1csnn1)C(C(=O)NC1CCCCC1)c1cccs1 (configuration not stated)	-3	5	1	3	9	2	-12	4
CC1CC(C)CN(CC(=O)NNC(=O)COc2ccc(Cl)cc2)C1 (configuration not stated)	0	6	2	-7	8	1	-2	0
O=C1c2cc(S(=O)(=O)NCCO)ccc2-c2ccc(S(=O)(=O)NCCO)cc21	-9	6	5	3	6	5	-2	-11
CC(=O)c1c(C(C)=O)c(C)n(-c2cccc([N+](=O)[O-])c2)c1C	1	8	7	0	20	2	5	0
O=C1CCc2cc(S(=O)(=O)NC(Cc3ccccc3)C(=O)NC3CCCC3)ccc2N1 (configuration not stated)	0	-1	5	3	-4	-2	0	8
CC(=O)N(C)c1ccc(NC(=O)Nc2ccccc2C)cc1	-3	33	58*	63*	16	1	-10	8
CC(C)(C)OC(=O)NCc1ccc(CNC(=O)c2[nH]cnc2C(=O)N[C@@H](Cc2ccccc2)C(=O)OCc2ccccc2)cc1	-14	-16	-15	-16	21	0	15	-54
Cc1cc(C(F)(F)F)n(-c2nc(C(=O)Nc3cccnc3)cs2)n1	-4	0	5	12	20	1	-11	1
Cc1cccc(/C=N/NC(=O)c2ccc(NC(=O)c3ccccc3Cl)cc2)n1	-8	-17	-3	-11	1	-2	3	-4
CCCC(=O)N(c1ccc(OCC)cc1)C1C=CS(=O)(=O)C1 (configuration not stated)	-7	-8	-6	-23	8	4	-3	0
Cc1ccc(S(=O)(=O)N2CCOCC2)cc1C(=O)Nc1cc(Cl)ccc1N1CCOCC1	2	10	-3	14	-1	0	10	0
CC(C)CC(c1nnnn1C1CCCC1)N1CCC(C(N)=O)CC1 (configuration not stated)	13	8	1	3	-15	0	-2	0
O=c1cc(CO)oc(CN2CCN(c3ccccc3F)CC2)c1O	-5	-6	-8	-9	28	2	-4	8
O=C1COc2ccc(S(=O)(=O)N3CCCCC3)cc2N1	4	3	1	9	14	1	20	-5
CC(=O)c1ccc(N2CCN(C(C)C(=O)Nc3ccc4c(c3)OCCO4)CC2)cc1 (configuration not stated)	-6	11	-8	11	-98	2	-6	0
CCOC(=O)N1CCC(N2CCCC(C(=O)c3ccc4cc(OC)ccc4c3)C2)CC1 (configuration not stated)	-5	-1	3	-7	-349	-1	-9	17
CC1CCCC(NC(=O)COC(=O)c2cc(S(=O)(=O)N3CCCCC3)ccc2N2CCOCC2)C1C (configuration not stated)	-9	3	5	6	7	2	11	-3

In the list so far, 2 have a cyano group.
SMILES	APOBEC3G inh	SENP8 block-1	SENP7 block	SENP6 block	SENP8 block-2	SENP1 FRET inh	Apaf1 inhib	UBC13 polyUb
COC(=O)CSC1=C(C#N)C(c2ccc(F)cc2)CC(=O)N1 (configuration not stated)	6	-1	-1	15	10	7	11	1
N#C/C(=C/c1ccc(C(=O)O)cc1)C(=O)Nc1ccccc1	2	-2	1	4	17	1	1	-15

Next entries:
SMILES	APOBEC3G inh	SENP8 block-1	SENP7 block	SENP6 block	SENP8 block-2	SENP1 FRET inh	Apaf1 inhib	UBC13 polyUb
COc1c(C)cccc1C(=O)Nc1ccc(N2CCN(S(C)(=O)=O)CC2)cc1	-5	-1	3	-8	26	2	1	6
CC(=O)c1nn(-c2ccc(Cl)cc2)c(=O)[nH]c1=O	-9	6	4	-3	20	1	1	8
c1ccc(C2CN3CCSC3=N2)cc1 (configuration not stated)	-11	1	0	-12	0	1	-9	4
Cc1cc(NC(=O)c2ccccc2F)cc(C)c1OCC(=O)N1CCOCC1	-8	-8	-6	3	-1	2	-9	2
COc1ccc(Nc2nnc(Cc3ccc(Cl)cc3)c(=O)[nH]2)c(OC)c1	-1	-3	-1	1	4	1	20	-5
O=C1C2CCCN2C(=O)N1CCCCN1CCN(c2ccc(F)cc2)CC1 (configuration not stated)	-7	-10	-4	-6	9	4	1	1
CC(=O)NC1=NC(=O)/C(=C/c2cn(C(C)=O)nc2-c2ccccc2)S1	11	-3	5	29	-32	-24	18	-12
CC(C)CNC(=O)NC(=O)COC(=O)c1cc([N+](=O)[O-])ccc1NCc1ccccc1Cl	-1	9	-2	1	nt	nt	14	-13
O=C1CCCN1CCC1CCN(C2CC(=O)N(c3ccc(F)cc3)C2=O)CC1 (configuration not stated)	-4	2	-5	-39	8	2	-11	-5
Oc1ccc(NC(=S)N=Nc2c(O)[nH]c3ccc(Br)cc23)cc1	4	-17	-5	-17	24	5	16	?
COc1cc(/C=C/C(=O)OCC(=O)Nc2cc(S(=O)(=O)N(C)C)ccc2Cl)ccc1O	-5	-2	1	-16	-291	-93	-5	-7
O=C(COC(=O)c1ccc(O)cc1)Nc1ccccc1-c1ccccc1	-7	-15	-4	-28	12	-11	13	-3
CC(C)C(NC(=O)c1ccc(F)cc1)C(=O)N1CCOCC1 (configuration not stated)	-5	0	-3	-3	3	3	-1	-21
CCOC(=O)C1CCCN(S(=O)(=O)c2ccc(Br)c(OC)c2)C1 (configuration not stated)	-2	2	-3	-4	27	4	12	0
COc1ccc(/C=C/C(=O)ONC2=NCCCCC2)cc1OC	-4	1	-4	-20	-2	-3	3	-4
O=C(NCc1ccccc1Cl)C1CCCN1C(=O)NCc1ccccc1 (configuration not stated)	-2	2	-2	7	0	0	-19	1
NS(=O)(=O)c1ccc(CNC(=O)C23CC4CC(CC(C4)C2)C3)cc1	-3	0	0	-16	20	0	-5	2
O=C(Nc1cccc(Cl)c1)C1CC1c1ccccc1 (configuration not stated)	0	-7	-11	-7	14	1	4	-7
O=S(=O)(Nc1ccc(Cl)cc1)c1ccc2c(c1)CCO2	-6	-14	11	-11	7	1	2	6
COc1ccc(OC)c(NC(=O)Nc2ccc3c(c2)CCC3)c1	-1	6	14	17	10	1	17	0
C=CCOc1ccccc1CN1CCC(Oc2cc(C(=O)NC3CC3)ccc2OC)CC1	0	-2	7	-16	-2	1	17	-2
COc1ccccc1CNc1ccc(Br)cn1	-7	-13	-10	-24	27	3	10	4
CC(C)c1ccc(OCC(=O)NCc2ccccc2)cc1	-5	5	0	12	5	-4	13	1
CC(=O)Nc1ccc2c(c1)OCCOCCOc1cc(NC(C)=O)ccc1OCCO2	2	1	3	16	20	-1	7	-4
N#CCOC(=O)c1sccc1-n1cccc1	-5	4	3	5	25	0	3	-1
CC(OC(=O)CCCC(=O)Nc1ccc(F)cc1)C(=O)c1ccccc1 (configuration not stated)	-3	-4	-2	-32	11	0	9	-9
CCOC(=O)c1c(-c2ccc(C)cc2)csc1NC1=NS(=O)(=O)c2ccccc21	-5	-9	4	-3	-39	0	5	-7
CNc1nc(C)c(C(=O)OCc2ccccc2)s1	2	-7	3	-16	19	-1	6	37
COc1ccc(Cl)cc1NC(=O)N(C)Cc1c(C)nn(C)c1C	0	5	6	-4	3	2	-15	-1
O=C(CN1CCN(S(=O)(=O)c2ccccc2)CC1)NC(=O)NCc1ccccc1	-9	4	4	6	8	0	-4	2
O=[N+]([O-])c1cccc(/C=N/n2c(-c3cccnc3)n[nH]c2=S)c1	69*	-7	4	-10	32	0	-6	-2
CC(C(=O)OCC(=O)c1ccc([N+](=O)[O-])cc1)N1C(=O)C2C3C=CC(C3)C2C1=O (configuration not stated)	-3	-9	-11	-12	14	3	-10	-18
CCCC(=O)N1CCc2cc(OC)c(OC)cc2C1COc1ccccc1OC (configuration not stated)	-2	0	0	15	3	-3	8	2
CC1CCCCC1NS(=O)(=O)c1ccc(-n2cnnn2)cc1 (configuration not stated)	-3	5	1	-12	7	0	5	2
O=C(O)CN1C(=O)/C(=C\c2ccccc2OCc2ccc(Cl)cc2Cl)SC1=S	-8	12	-2	1	3	1	-4	-17
O=C(O)c1ccc2c(c1)C(=O)N(c1ccc(/C=C/C(=O)c3ccccc3)cc1)C2=O	-1	-1	-18	-2	4	7	7	-4
COc1ccc(-n2cnnc2)cc1	0	2	-5	0	34	1	7	-4
CCCC(=O)Nc1cccc(C(=O)Nc2ccccc2OCC)c1	-2	-8	-9	-14	nt	nt	3	-6
CSc1ccccc1OCc1cc(C(=O)NCCn2ccnc2C)no1	-8	-1	0	-1	-6	0	14	0
COc1ccccc1N1CCN(S(=O)(=O)c2cc(Br)cnc2N)CC1	-5	-6	13	1	2	2	-5	2
COc1ccc(S(=O)(=O)Nc2noc3ccccc23)cc1OC	11	-12	-10	-25	16	1	3	-8
O=C(NCc1ccccn1)c1ccc(Cn2cc(C(F)(F)F)ccc2=O)cc1	-4	3	4	-2	6	-1	-7	1
Cc1ccc(-c2nn(CC(=O)NCc3ccco3)c(=O)c3ccccc23)cc1	-2	1	2	-1	28	2	12	-2
O=S(=O)(NNc1ncc(C(F)(F)F)cc1Cl)c1ccc(F)cc1F	-7	-7	-2	2	4	-1	11	-22
NCCCC(=O)N1c2ccccc2Sc2ccccc21	-4	3	3	-4	3	1	17	20
COCCCn1nnnc1SCC(=O)N1CCN(C(=O)c2ccco2)CC1	-2	-4	3	-13	6	3	0	1
N#Cc1c(-c2ccco2)c2c([nH]c1=S)CCCC2	43	-1	7	-4	2	5	18	?
O=C(Nc1ccc(Oc2ccc(C(=O)O)c(C(=O)O)c2)cc1)c1cccs1	-6	-2	6	-14	14	2	-5	-5
CCOc1ccc(Cl)cc1S(=O)(=O)n1cnc2ccccc21	-2	8	2	-6	15	-1	26	1

Some of these compounds in order of their number in APOBEC3G inh, smallest number first:
| SMILES | APOBEC3G inh | SENP7 block | SENP6 block | SENP1 FRET inh | UBC13 polyUb |
| --- | --- | --- | --- | --- | --- |
| COc1c(C)cccc1C(=O)Nc1ccc(N2CCN(S(C)(=O)=O)CC2)cc1 | -5 | 3 | -8 | 2 | 6 |
| COc1ccc(CCNC(=O)C(CC(C)C)NC(N)=O)cc1 (configuration not stated) | -3 | 5 | 1 | 3 | -3 |
| Cc1ccc(-c2nn(CC(=O)NCc3ccco3)c(=O)c3ccccc23)cc1 | -2 | 2 | -1 | 2 | -2 |
| Cc1ccc(S(=O)(=O)N2CCOCC2)cc1C(=O)Nc1cc(Cl)ccc1N1CCOCC1 | 2 | -3 | 14 | 0 | 0 |

Screening data deposited in PubChem BioAssay by Sanford-Burnham Center for Chemical Genomics.
